# Bioassay records from PubChem.
# STAT1 act – STAT1 signaling activators, primary screen, cell-based, HTS, luciferase reporter. NIH 3T3 STAT1-luciferase reporter, IFN-gamma, luminescence; 100% = IFN-gamma alone, no compound. activation (% of control), % at 5.5 µM. actives 2.6% (n = 200,000);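 active = activation above the screen-wide mean activation plus 3 SD, cut at about 130% in these data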;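 note: raw ratio to IFN-gamma control signal so 100% means no change and 0% no light; values of inactives mirror those of a sister screen read the other way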
# DTT redox prof – compounds producing H2O2 with reducing agent – biochemical, NIH compound library profiling, artefact control for MLSCN library redox annotation, primary screen. AID 878, 2007. activation, % at 10 µM. DTT-dependent redox cycling H2O2, phenol red/HRP absorbance; 100% = 100 µM peroxide control, 0% = buffer. actives 0.03% (n = 200,000);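 active = activation of at least 50% relative to the plate's high and low controls in the primary single-dose screen; inactive = activation below 50%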;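 note: compound incubated with DTT at 0.8 mM final as the reducing agent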
# Efa HMGR inh – inhibitors of E. faecalis class II HMGR, primary screen, biochemical, Enterococcus faecalis | HMG-CoA reductase (Enterococcus faecalis, mvaE) | purified E. faecalis HMGR, NADPH absorbance 340 nm kinetic | inhibition, % at 10 µM | actives 0.41% (n = 190,000) | AID 1066, 2008;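 active = inhibition above a set limit, the median over all tested compounds plus 3 SD, cut at about 9.5% in these data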;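 note: enzyme runs in reverse so mevalonate oxidation gives rising NADPH absorbance; 0% = complete reaction with DMSO and 100% = background rate lacking mevalonate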
# STAT3 inh – IL-6 driven STAT3 reporter inhibitors, primary screen, U3A cells, luciferase, luminescence, MLSCN library | inhibition, % at 5.5 µM | IL-6 STAT3-luciferase reporter; host cell line lacks STAT1 | actives 0.89% (n = 190,000);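 active = inhibition above the mean inhibition across all screened compounds plus 3 SD, cut at about 44% in these data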;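 note: 0% = DMSO only wells and 100% = 100 µM nifuroxazide control wells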
# APP 5'UTR act – activators of APP 5'UTR luciferase reporter, primary screen, SH-SY5Y cells. SH-SY5Y APP 5'UTR luciferase reporter, luminescence; zero percent = DMSO vehicle wells. activation, % at 2 µM. actives 1% (n = 190,000);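 active = activation above a set limit, based on mean plus 3 SD of controls, cut at about 140% in these data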; note: values of inactives mirror those of a sister screen read the other way
# NF-kB expr up – activators of NF-kB expression in neurons, primary screen, cell-based, HTS; actives 1.6% (n = 190,000); human neuronal cells, NF-kB reporter expression; hits give high values; fold change at 12.5 µM; AID 1239, 2008; in the data active = fold change above about 3.3
# STAT1 blocker – STAT1 signaling inhibitors, primary screen, cell-based, HTS, luciferase reporter; inhibition, % at 5.5 µM; NIH 3T3 STAT1-luciferase reporter, IFN-gamma, luminescence; actives 0.35% (n = 200,000);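 active = inhibition above a set limit, the mean inhibition across all tested compounds plus 3 SD, cut at about 34% in these data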;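 note: 0% = IFN-gamma with DMSO and 100% = IFN-gamma with 300 µM nifuroxazide; values of inactives mirror those of a sister screen read the other way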
# TLR4-MyD88 BLA – inhibitors of TLR4-MyD88 association in cells, primary screen, cell-based, HeLa CL3-4, BLA complementation, FRET ratio; HeLa CL3-4 TLR4/MyD88 BLA complementation; Toll-like receptor 4 (Homo sapiens) + Myeloid differentiation primary response protein …; actives 0.18% (n = 200,000); inhibition, % at 8.4 µM; AID 861, 2007; in the data active = inhibition above about 25%;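 note: 0% = vehicle and 100% = reference inhibitor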
# Target sequence (O00206 whole entry, looked up): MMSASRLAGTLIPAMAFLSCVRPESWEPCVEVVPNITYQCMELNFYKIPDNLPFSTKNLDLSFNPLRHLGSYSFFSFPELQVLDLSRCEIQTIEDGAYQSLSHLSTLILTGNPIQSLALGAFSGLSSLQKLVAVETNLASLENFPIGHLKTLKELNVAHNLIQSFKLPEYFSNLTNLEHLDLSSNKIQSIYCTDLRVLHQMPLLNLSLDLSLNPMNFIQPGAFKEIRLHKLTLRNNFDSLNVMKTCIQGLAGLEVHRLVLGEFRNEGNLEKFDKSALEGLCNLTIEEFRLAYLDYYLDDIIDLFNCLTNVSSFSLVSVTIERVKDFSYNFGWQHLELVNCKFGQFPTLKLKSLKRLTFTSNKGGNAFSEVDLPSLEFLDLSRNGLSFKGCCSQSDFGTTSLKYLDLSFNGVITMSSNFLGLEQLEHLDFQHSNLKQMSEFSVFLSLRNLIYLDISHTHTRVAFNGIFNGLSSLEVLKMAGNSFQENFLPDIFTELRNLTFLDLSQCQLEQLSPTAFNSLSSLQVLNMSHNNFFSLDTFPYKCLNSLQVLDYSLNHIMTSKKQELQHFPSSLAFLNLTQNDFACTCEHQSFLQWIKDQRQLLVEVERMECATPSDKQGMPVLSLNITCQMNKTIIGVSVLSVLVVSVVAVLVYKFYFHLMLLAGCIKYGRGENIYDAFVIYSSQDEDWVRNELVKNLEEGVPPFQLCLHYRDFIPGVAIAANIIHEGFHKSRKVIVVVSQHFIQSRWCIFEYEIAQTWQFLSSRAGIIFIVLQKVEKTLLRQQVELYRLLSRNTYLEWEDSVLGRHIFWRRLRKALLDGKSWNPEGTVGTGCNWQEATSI
# Target sequence (Q99836 whole entry, looked up): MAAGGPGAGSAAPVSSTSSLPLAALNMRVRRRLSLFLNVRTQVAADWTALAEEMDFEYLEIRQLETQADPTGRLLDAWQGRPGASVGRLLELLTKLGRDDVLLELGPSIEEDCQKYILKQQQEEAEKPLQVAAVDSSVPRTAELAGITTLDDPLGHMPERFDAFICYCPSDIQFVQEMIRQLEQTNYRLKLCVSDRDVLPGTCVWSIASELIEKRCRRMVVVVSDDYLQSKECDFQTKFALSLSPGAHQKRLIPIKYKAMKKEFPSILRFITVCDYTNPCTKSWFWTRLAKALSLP
# Hsp70 activator – Hsp70 transcriptional activators, primary screen, cell-based, HeLa, Hsp70 promoter luciferase, luminescence, 10 µM; HeLa Hsp70 promoter luciferase reporter; scaled: vehicle 0, proteasome-inhibitor control 100%; activation, % at 10 µM; actives 0.04% (n = 200,000); AID 1203, 2008;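 active = activation above the mean across all tested compounds plus 3 SD, cutoff set per campaign, cut at about 5.5% in these data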;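 note: 100% = MG132 at 30 µM as the positive control and 0% = DMSO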
# STAT3 activator – IL-6 driven STAT3 reporter potentiators, primary screen, U3A cells, luciferase, luminescence, MLSCN library; IL-6 STAT3-luciferase reporter; 100% = signal with IL-6 EC80 alone; activation (% of control), % at 5.6 µM; actives 0.91% (n = 190,000); AID 871, 2007;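 active = activation above the screen-wide mean of compound activation plus 3 SD, cut at about 130% in these data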;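 note: 0% = background luminescence of wells with medium and substrate only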
#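 Material: human U3A cells carrying STAT3-luciferase construct. Measured by: reporter luminescence signal. Timing: compound 1 h, then IL-6 6 h at 37 °C.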
# * = called active by the depositor; x = not tested or not shown. Outcome played no part in choosing rows; 5.6% or so of the library scored in one or more.
SMILES,STAT1 act,DTT redox prof,Efa HMGR inh,STAT3 inh,APP 5'UTR act,NF-kB expr up,STAT1 blocker,TLR4-MyD88 BLA,Hsp70 activator,STAT3 activator
COC(=O)C(O)(CC(=O)Nc1cc(Cl)ccc1Cl)C(F)(F)F (stereo not drawn),102,0.6,-3,0,-2,1.4,-3,14,0.3,102
O=C(c1cc(Br)ccc1Cl)N1CCCC1,104,0.1,4,6,-15,0.94,-5,-7,-0.3,101
Cc1cccc(NC(=O)CN2C(=S)NC(C)(C)CC2C)c1 (stereo not drawn),100,0.4,-4,-3,0,1.1,0,1,-0.1,100
CC1CCCN(C/C=C/c2ccccc2[N+](=O)[O-])C1 (stereo not drawn),104,-5.0,1,3,1,0.93,-4,5,-0.1,104
CCOc1ccc(N2C(=O)C3ON(c4ccccc4)C(c4ccco4)C3C2=O)cc1 (stereo not drawn),109,-1.0,-1,2,22,1.2,-12,-7,0.1,102
CCN(CC)S(=O)(=O)c1ccc(Cl)c(C(=O)NCc2ccccc2Cl)c1,102,2.9,1,-8,12,0.63,-2,3,-0.4,111
O=C1C2C3C=CC(C4CC34)C2C(=O)N1CCc1ccccc1 (stereo not drawn),97,0.0,-10,13,1,1.5,4,-3,-0.1,92
Cc1cc(C)c(C#N)c(SCC(=O)NC(C)(C)C)n1,94,-0.7,-3,17,-1,1.1,6,-12,-0.2,93
O=C(N/N=C/c1ccc(-c2cccc([N+](=O)[O-])c2)o1)c1ccccc1O,102,-0.1,-5,15,1,1.2,-4,-6,-0.1,88
O=C(Nc1ccc(C(F)(F)F)cc1)c1cccnc1N1CCOCC1,104,-0.3,2,-2,0,0.97,-5,10,0.0,103
O=C1Nc2ccccc2/C1=N/N=C/c1ccc(-c2ccc([N+](=O)[O-])cc2)o1,100,0.0,2,-1,0,1,-2,-4,-0.3,102
CCOc1ccc(NC(=O)CSc2nc3ccccc3c(=O)n2CCNC(C)=O)cc1,106,1.9,-5,3,0,1.1,-7,12,-0.2,100
Cc1cc(C)nc(-n2nc(C)cc2NC(=O)c2cccc(S(=O)(=O)N3CCOCC3)c2)n1,97,-0.5,-4,6,7,0.66,4,9,0.4,101
CCOC(=O)C(NC(C)=O)C(O)c1ccc([N+](=O)[O-])cc1 (stereo not drawn),102,0.0,5,3,-9,1.1,-2,-3,-0.1,102
CC(C)Oc1ccc(N2C(=O)c3ccccc3C2=O)cc1,119,0.1,2,7,2,1.9,-21,-3,-0.2,100
O=c1c2oc3ccccc3c2ncn1Cc1ccc(Cl)cc1,110,-0.1,2,-10,-6,1.4,-10,3,-0.3,109
O=C(NCCc1nc2ccccc2[nH]1)/C(=C/c1ccc2c(c1)OCO2)NC(=O)c1ccccc1,104,-0.2,0,-8,-2,0.81,-5,7,-0.1,107
Cc1ccc(Cn2ccc(NC(=O)C3C4CCC(C4)C3C(=O)O)n2)cc1 (stereo not drawn),109,0.3,-1,3,-18,1.3,-10,-11,-0.4,96
O=C(CN1CCN(c2ccc(F)cc2)CC1)Nc1cc(C(F)(F)F)ccc1Cl,107,0.1,-1,2,-11,1,-8,-3,-0.5,102
Cc1cc(Cl)ccc1OCC(=O)N[C@@H](Cc1ccccc1)c1nc2ccccc2[nH]1,92,0.5,1,-1,-3,1.2,8,5,-0.3,102
COC(=O)C1=C(N)Oc2cc(C)n(CCc3ccccc3)c(=O)c2C1c1cccnc1 (stereo not drawn),89,-0.5,1,0,-2,0.53,12,-7,-0.4,104
COC(=O)c1ccccc1NC(=O)CN1C(=O)CSC1=O,105,-0.7,-2,-7,4,1,-7,-3,-0.3,112
CCCCN(C)CCn1c(=S)[nH]c2ccc(N3CCOCC3)cc2c1=O,102,-1.3,-5,-3,14,1.1,0,-2,-0.3,106
Cc1cc(NC(=O)CCC2CCCC2)no1,109,0.9,-2,0,26,1.5,-9,10,0.0,101
C=CCn1c(SCC(=O)Nc2c(C)n(C)n(-c3ccccc3)c2=O)nc2scc(-c3ccccc3)c2c1=O,92,0.1,1,2,-9,0.52,8,-12,-0.4,98
COCCN(C(=O)CSc1nncn1-c1ccccc1)c1c(N)n(Cc2ccccc2)c(=O)[nH]c1=O,104,x,1,2,-3,1.2,-4,5,-0.1,98
CCOc1ccccc1NC(=O)CN(C)S(=O)(=O)c1cccc2nsnc12,101,1.2,-7,2,-2,0.78,-1,-4,-0.3,99
COc1ccc(Cn2nnnc2C(CC(C)C)N2CCN(c3ccccc3)CC2)cc1 (stereo not drawn),101,-0.1,-14,3,12,0.98,-1,-11,-0.2,100
CC(=O)c1cccc(CN2CCCC(CCC(=O)NCc3ccccc3F)C2)c1 (stereo not drawn),93,-0.9,2,3,1,1.2,6,-6,-0.2,101
C#CCn1c(=NC(=O)c2cccs2)sc2cccc(OC)c21,122,-1.3,1,-22,16,1.4,-24,-1,-0.1,122

# Retrieved by structure from the entries so far, 2 records:
SMILES,STAT1 act,DTT redox prof,Efa HMGR inh,STAT3 inh,APP 5'UTR act,NF-kB expr up,STAT1 blocker,TLR4-MyD88 BLA,Hsp70 activator,STAT3 activator
C=CCn1c(SCC(=O)Nc2c(C)n(C)n(-c3ccccc3)c2=O)nc2scc(-c3ccccc3)c2c1=O,92,0.1,1,2,-9,0.52,8,-12,-0.4,98
COCCN(C(=O)CSc1nncn1-c1ccccc1)c1c(N)n(Cc2ccccc2)c(=O)[nH]c1=O,104,x,1,2,-3,1.2,-4,5,-0.1,98

# (continued)
SMILES,STAT1 act,DTT redox prof,Efa HMGR inh,STAT3 inh,APP 5'UTR act,NF-kB expr up,STAT1 blocker,TLR4-MyD88 BLA,Hsp70 activator,STAT3 activator
CN(C)C1N(C(=O)c2ccccc2)N=C2c3ccccc3S(=O)(=O)N21 (stereo not drawn),103,-0.2,0,-6,5,1,-5,-4,-0.2,109
COc1ccccc1-c1cc(C(F)(F)F)nc(S(=O)(=O)CCCC(=O)O)n1,73,0.1,12*,8,-13,1.2,30,-5,-0.4,99
O=C(OCC(=O)N1c2ccccc2Sc2ccccc21)c1cccnc1,91,-2.3,0,12,12,1.1,9,1,0.1,95
CC(C(=O)Oc1ccc2c(c1)OCO2)N1C(=O)c2ccccc2C1=O (stereo not drawn),103,-0.6,0,9,5,1.2,-5,-1,-0.2,96
S=c1[nH]nc(CNc2ccc(Cl)cc2)n1Cc1ccccc1,96,1.5,-1,3,-19,1.1,3,3,-0.1,99
Cc1ccc(N2C(=O)C(Cl)=C(N3CCOCC3)C2=O)cc1Cl,108,-0.9,-4,-6,-20,0.75,-9,-9,0.0,102
COc1ccc(-c2noc(C(C)n3nc(C)c([N+](=O)[O-])c3C)n2)cc1OC (stereo not drawn),98,-4.1,0,8,10,1.2,2,-7,-0.3,97
OCCn1nc2c3ccccc3nc-2n(-c2ccccc2)c1=S,96,6.8,-5,-1,-2,0.95,5,-1,0.3,106
CC(=O)c1cn(CC(=O)Nc2ccc(C)cc2C)c2ccccc12,73,1.4,-11,62*,-14,1,26,12,-0.2,51
Cc1ccc(NC(=O)CCCc2ccccc2)nc1,138*,0.5,4,-6,73,1.2,-43,3,0.1,112
CCOC(=O)c1c(C)[nH]c(C(=O)/C(C#N)=C/c2ccc(OC)c(OC)c2)c1C,100,-0.2,-1,-3,15,1,1,9,-0.3,106
Cc1cc(C)n(CC(=O)NC2C(=O)N3C(C(=O)O)=C(CSc4nnc(C)s4)CSC23)n1 (stereo not drawn),102,0.1,0,10,6,x,-2,-4,0.1,96
Cc1ccc2oc(=O)c(/C=C(\O)C(C)(C)C)nc2c1,94,-0.8,-6,4,4,1.9,7,-8,0.4,97
O=C(N/N=C/c1ccccn1)c1cc(-c2ccc3ccccc3c2)n[nH]1,148*,0.4,2,1,5,0.74,-53,-1,0.4,104
COc1ccc(N/N=C(/Oc2ccc([N+](=O)[O-])cc2)C(C)=O)cc1,108,1.5,-4,2,0,1.1,-2,0,-0.3,101
COc1cc(C(=S)N2CCOCC2)cc(OC)c1OC(=O)Cc1ccc(F)cc1,98,0.3,-5,-8,17,1.1,2,-10,0.1,107
Cc1ccc(Cl)cc1N1CCN(C(=O)Cc2csc(Nc3nc(=S)[nH]c4ccccc34)n2)CC1,94,0.1,-2,-20,-6,1.2,5,3,-0.4,119
CCOC(=O)C1(Cc2ccc(OC)cc2)CCN(C(=O)CN2CCOC2=O)CC1,111,0.3,-10,0,38,1.6,-13,-7,-0.3,104
O=C(Cn1c(=O)n(-c2ccc(F)cc2)c(=O)c2sccc21)NC1CCCCC1,99,-0.2,-2,-8,17,1.1,0,-12,-0.3,108
O=C(O)CCc1nc2cccnc2n1Cc1ccccc1,104,0.3,-1,1,6,1.1,-4,4,0.1,103
O=C(NCc1nnc(SCc2ccc(C(F)(F)F)cc2)n1-c1ccccc1)C12CC3CC(CC(C3)C1)C2,98,2.7,-2,3,-16,1.1,3,-1,-0.2,99
CN(C)c1ccc(NC(=O)CN2CCC(O)(c3ccccc3)CC2)cc1,103,-1.5,2,0,-4,1.4,-5,4,-0.3,103
O=C1CSC(c2ccc(Cl)cc2Cl)N1c1ccccn1 (stereo not drawn),98,0.2,-1,-2,-12,0.94,2,1,-0.2,99
CCOC(=O)c1cc(-c2ccc(/C=N\n3cnnc3)o2)ccc1Cl,95,0.1,-4,6,-2,0.55,1,4,-0.4,98
COc1ccc(-c2nc(-c3cccc(C)c3)nc(N3CCN(C)CC3)c2C#N)cc1,100,-0.5,-9,11,-10,1,0,-14,-0.1,97
Cn1c(NC(=O)c2cc(-c3ccc4c(c3)OCO4)nc3ccccc23)cc(=O)n(C)c1=O,116,1.9,-8,-2,27,1.7,-18,4,1.6,108
COC(=O)N/N=C/c1cn(CCCOc2ccccc2)c2ccccc12,102,0.2,1,-8,-20,0.66,-3,5,-0.4,107
COc1cccc(OC)c1OCCCCn1cnc2ccccc2c1=O,99,-1.9,-1,2,0,0.92,-1,-1,-0.4,101
O=C(CSc1nc2ccccc2c(=O)n1-c1ccccc1)N1CCN(CCO)CC1,97,0.0,0,11,1,0.93,4,2,0.1,91
O=C(Nc1ccc(Cl)c(C(F)(F)F)c1)C(=O)N1CCCCC1,107,0.4,-2,0,18,1.8,-8,-1,0.1,99
COc1cc(C2C3=C(CC(C)(C)CC3=O)OC(N)=C2[N+](=O)[O-])ccc1O (stereo not drawn),103,0.6,-1,-10,7,1.2,-3,4,-0.2,108
Cc1cccc(NC(=O)CSc2nnc([C@@H](N)Cc3ccccc3)o2)c1C,99,-5.1,-4,16,-7,1.3,1,0,-0.2,90
Cc1cc(C)c2cc(C)c(SCC(=O)NCc3ccco3)nc2c1,85,-1.5,-4,18,1,1.1,14,3,-0.4,88
COCCCNC(=O)/C(C#N)=C/c1ccc(F)cc1,105,0.1,-11,4,-5,1.1,-9,0,-0.1,101
